KCNH2 3.1 inh: blocks the human KCNH2 3.1 channel isoform. U2OS KCNH2 3.1, thallium flux FluxOr; active compounds read low. activity change, % (tested at about 1.8 µM). 340,000 tested, 0.95% active. AID 720553;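 active means maximum activity change below -70%; inconclusive means maximum activity change from -70% to -50%; inactive means maximum activity change above -50%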;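 further: thallium influx rate constant from kinetic fluorescence after stimulation buffer; on the % scale 0 is the no-effect control and ±100 the full control effect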
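We transduce U2OS cells with the mutant 3.1 virus, culture them overnight, load FluxOr with Red40 quencher for 45 min, then add stimulation buffer and read kinetically for 2 min to derive a normalized rate constant.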
Eya2 phos inh: inhibitors of human Eya2 phosphatase activity. O00167. recombinant Eya2, OMFP fluorescence dephosphorylation (OMFP is methylfluorescein phosphate). Potency, µM (series often up to 76.9 µM), without a hit: at the highest dose activity, negative = inhibition, hits mostly inhibitors. 330,000 tested, 0.006% active. AID 488837; further: potency means the concentration at half of the fitted maximal effect; on the % scale 0 is the no-effect control and ±100 the full control effect
Target sequence (O00167 whole entry, looked up): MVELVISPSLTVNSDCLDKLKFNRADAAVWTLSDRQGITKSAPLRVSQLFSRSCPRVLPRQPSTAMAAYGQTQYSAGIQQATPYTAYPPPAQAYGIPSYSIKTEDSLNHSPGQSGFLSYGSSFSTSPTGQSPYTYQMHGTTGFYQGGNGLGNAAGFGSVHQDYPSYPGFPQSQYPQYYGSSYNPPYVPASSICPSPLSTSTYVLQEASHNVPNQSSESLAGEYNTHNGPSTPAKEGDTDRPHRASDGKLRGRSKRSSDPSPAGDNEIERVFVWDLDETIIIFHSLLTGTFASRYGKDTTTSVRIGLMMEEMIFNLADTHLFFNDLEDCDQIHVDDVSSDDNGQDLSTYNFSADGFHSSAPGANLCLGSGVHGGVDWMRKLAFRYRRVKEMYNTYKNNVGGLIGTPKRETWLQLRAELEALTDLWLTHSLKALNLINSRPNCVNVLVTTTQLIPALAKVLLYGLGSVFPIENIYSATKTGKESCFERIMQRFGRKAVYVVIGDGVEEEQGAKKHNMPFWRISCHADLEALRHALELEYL
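Eya2 protein (added as 0.2 uM solution) was preincubated with compound for 10 min at ambient temperature in 50 mM HEPES pH 7.5, 50 mM NaCl, 5 uM MgCl2, 0.05% BSA, 1 mM DTT. OMFP (added at 50 uM) then reacted 10 min; fluorescence read at 485/525 nm.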
USP2a block: USP2a (human) protease inhibition. O75604. USP2 core, Ub-CHOP2 coupled fluorogenic reporter, 485/531. Potency, µM (top dose mostly 38.3 µM), for inactives: top-dose activity change, negative = inhibition, most hits filed as inhibitors. 330,000 tested, 0.01% active. AID 463254;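 further: potency means the concentration at half of the fitted maximal effect; plate controls were DMSO wells for no effect and full inhibition by NEM control for full effect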
Target sequence (O75604 whole entry, looked up): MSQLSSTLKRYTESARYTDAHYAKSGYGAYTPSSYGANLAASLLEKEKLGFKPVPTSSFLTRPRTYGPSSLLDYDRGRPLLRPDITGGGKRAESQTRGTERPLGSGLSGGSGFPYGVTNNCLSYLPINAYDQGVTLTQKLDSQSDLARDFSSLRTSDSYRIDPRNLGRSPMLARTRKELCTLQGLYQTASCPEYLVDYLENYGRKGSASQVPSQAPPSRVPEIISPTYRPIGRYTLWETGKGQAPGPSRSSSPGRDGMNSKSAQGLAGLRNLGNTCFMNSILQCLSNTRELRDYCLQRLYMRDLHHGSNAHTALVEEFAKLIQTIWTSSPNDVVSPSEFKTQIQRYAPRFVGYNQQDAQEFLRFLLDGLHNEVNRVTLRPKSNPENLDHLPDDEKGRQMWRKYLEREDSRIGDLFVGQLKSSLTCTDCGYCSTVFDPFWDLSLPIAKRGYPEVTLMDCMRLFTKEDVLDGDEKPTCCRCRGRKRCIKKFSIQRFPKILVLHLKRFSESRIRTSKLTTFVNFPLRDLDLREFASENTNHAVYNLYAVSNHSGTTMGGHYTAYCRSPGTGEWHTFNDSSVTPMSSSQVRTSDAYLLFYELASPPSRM
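Deubiquitinase activity read as fluorescence (485/531 nm) after Ub-CHOP2 cleavage activates the enterokinase reporter on its substrate; USP2 core 10nM, Ub-CHOP2 and substrate 25nM each, 30min compound preincubation then 60min RT; data normalized to NEM, curves fitted.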
TRPV1 agonist: agonists of human vanilloid receptor 1 (TRPV1). Q8NER1. TRPV1-expressing cells, Fluo-8 calcium influx, agonist mode. activation, % at 8.33 µM. 320,000 tested, 0.19% active. AID 540275; in the data active means activation above about 80%; inconclusive means between about 30% and that limit; further: 0% is about no effect
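TRPV1-expressing cells were cultured overnight at 35.5C and loaded with Fluo-8 calcium dye for 40 to 90 min at room temperature. After a 10 s baseline, compound was added and calcium influx was read kinetically for 3 min (ex 480/em 520 nm).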
ELG1 DNA repair: blocks ELG1-dependent DNA repair in HEK293T cells; HEK293T ELG1-luciferase reporter, luminescence, 16 h; DNA damage induced by 5-fluorouridine; Potency, µM (highest dose often 46.1 µM), without a hit: at the top dose activity change, negative = inhibition, usual class: inhibitors; 330,000 tested, 2.3% active; AID 504467; further: potency means the concentration at half of the fitted maximal effect; on the % scale 0 is the no-effect control and ±100 the full control effect; nearly all actives have a fitted effect of over 55% in size
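Reporter activity after DNA damage by 5-fluorouridine is monitored. Compound-treated cells incubate 16 hr at 37 °C, then ONE-Glo is added for 30 min before luminescence reading.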
TCR act: activators of T cell receptors. primary human leukocytes, anti-CD3, IL-2 HTRF, 48 h. 330,000 tested, under 10 active. Potency, µM (highest dose often 9.22 µM), inactives show at the top dose activation of IL-2 secretion, most hits filed as activators. AID 504894; further: % of control where 0% means no effect
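48 hr co-incubation of compounds, a-CD3 beads and primary human leukocytes; IL-2 quantified homogeneously by HTRF with anti-IL-2 K and d2 conjugates.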
TSHR antag: human thyrotropin receptor antagonism | TSHR-expressing cells, TSH-stimulated cAMP HTRF, 2 h; active compounds read low | activity change, negative = inhibition, % at 11.5 µM | 330,000 tested, 0.2% active | AID 504810;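 active means activity change below a set negative limit, meaning inhibition stronger than a set level, cut at about -70% in these data; inconclusive means activity change between two set negative limits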; further: on the % scale 0 is the no-effect control and ±100 the full control effect
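TSHR-expressing cells were treated with compounds, then stimulated with TSH at EC80 (4nM final) for 2 hours at 37 deg C. Cellular cAMP was measured by HTRF competition between lysate cAMP and cAMP-d2 for a cryptate-labelled anti-cAMP antibody.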
AT treatment: candidate therapy for ataxia-telangiectasia; […] A-T fibroblasts, KAP-1 phosphorylation AlphaLISA; neocarzinostatin DNA damage 30 min before lysis; Potency, µM (doses to about 57.5 µM), for the others: top-dose activation, actives largely listed as activators; 320,000 tested, 0.19% active; AID 485349; further: potency means the concentration at half of the fitted maximal effect; % of control where 0% means no effect; nearly all actives have a fitted effect of over 45% in size
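ATM-like activity read as KAP-1 phosphorylation via AlphaLISA donor/acceptor antibody pairs after lysis and 6 hr at 25C. Cells were ATM-null patient fibroblasts ([…], hTERT), dosed 60 min, then exposed to the DSB inducer NCS for 30 min.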
Mito fusion yeast: mitochondrial division inhibition or fusion activation; 320,000 tested, 0.23% active; S. cerevisiae fusion-defective mutant growth rescue, CellTiterGlo 48 h; AID 485298; Potency, µM (series often up to 46.1 µM), for the others: top-dose growth rescue (activation), actives largely listed as activators;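 further: potency means the concentration at half of the fitted maximal effect; % of control where 0% means no effect; nearly all actives have a fitted effect of over 45% in size; temperature-sensitive fusion mutants such as fzo1-1 at 37 °C on non-fermentable ethanol glycerol medium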
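Yeast fusion mutant, YPEG (non-fermentable carbon), compound, 48 h at 37C non-permissive; CellTiterGlo added, 10 min RT, luminescence read. Rescued growth = division inhibition.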
KCNH2 WT inh: inhibitors of human wildtype KCNH2 potassium channel | Q12809 | U2OS, BacMam KCNH2, thallium flux FluxOr; active compounds read low | activity change, % at 1.84 µM | 340,000 tested, 0.37% active | AID 720551;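 active means maximum activity change below -70%; inconclusive means maximum activity change between -70% and -50%; inactive means maximum activity change above -50%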; further: on the % scale 0 is the no-effect control and ±100 the full control effect
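U2OS cells transduced with wild-type KCNH2 virus are loaded with FluxOr dye for 45 min, and thallium flux is measured in kinetic reads before and after stimulation buffer. Rate constants are normalized to DMSO controls.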
* hit, by the source's call; ? = inconclusive; / = no result given; [ ] = another dose, or the depositor's remark. Unless noted, the call rests on the fitted dose curve; in most records, active means well fitted curve in the direction sought with a large enough effect; inconclusive means small, poorly fitted or top-dose-only effect, or another doubt; inactive means no such curve, though single readings can be large; an effect the other way counts as inactive or inconclusive. An excerpt; count on the stated rates, not on these rows.

SMILES	KCNH2 3.1 inh	Eya2 phos inh	USP2a block	TRPV1 agonist	ELG1 DNA repair	TCR act	TSHR antag	AT treatment	Mito fusion yeast	KCNH2 WT inh
O=C(NC1CC(=O)N(c2ccccc2)C1)C1CC1 (stereo not drawn)	-10.7	-0.2%	1.7%	0.2	1.4%	-2.0%	3.3	-12.9%	-5.3%	29.3
Cc1cccc(C2=NN(c3ccc(Br)cc3)[C@@H](C(=O)N3CCOC3=O)[C@@H]2c2ccc(F)cc2)c1	-2.9	-6.7%	0.6%	2.8	3.9%	-1.2%	0.5	17.8µM*	26.3%	0.0
O=C1OC(N2CCN(C(=O)C3CCCO3)CC2)c2ccccc21 (stereo not drawn)	-4.7	1.0%	-4.0%	2.3	-3.6%	-6.0%	-8.7	1.6%	0.2%	6.1
Cc1ccccc1S(=O)(=O)Cc1ccc(C(=O)NC2CCCCCC2)o1	-2.0	12.3%	1.8%	-5.0	?	3.3%	15.6	1.4%	?	-8.6
CCOC(=O)CSc1nc(C)cc2c1C(=O)OC2	4.0	12.9%	-5.5%	1.2	8.7%	-0.7%	29.3	3.2%	7.4%	-6.7
CCOc1ccc(CC(=O)Nc2nccs2)cc1OCC	0.6	-3.8%	0.8%	0.3	-14.2%	4.9%	3.5	2.1%[11.5 µM]	-3.5%	-3.3
COC(=O)c1c(NC(=O)C2CC2)sc(C(=O)Nc2ccccc2)c1C	-6.9	7.9%	9.7%	-0.1	?	5.6%	23.1	8.0%	10.9%	/
c1ccc(Oc2c3ccccc3nc3ccccc23)cc1	0.4	4.8%	-3.2%	3.1	-12.8%	2.6%	7.6	8.5%	9.0%	3.9
COc1cc([C@@H]2CC=C(C(=O)O)CN2S(=O)(=O)c2ccc(C)cc2)cc(OC)c1OC	/	18.2%	-5.0%	-1.0	13.8%	-7.3%	-6.4	11.9%	-1.1%	/
Cc1nc(SCC(=O)O)n[nH]1	1.7	11.2%	0.4%	-2.9	6.0%	0.6%	8.6	-0.5%	-3.3%	-5.7
O=C(O)C1OC(Oc2cc3oc(-c4ccccc4)cc(=O)c3c(O)c2O)C(O)C(O)C1O (stereo not drawn)	8.2	0.1%	-0.5%	-3.0	?	6.0%	18.0	6.5%	3.0%	2.0
C[n+]1ccc(C(=O)Nc2ccccc2Cl)cc1	10.9	4.2%	3.2%	-3.2	13.1%	/	7.7	-13.8%	-1.2%	-15.5
CCc1cccc2c1NC(=O)C21OCCO1	6.8	21.3%	-0.5%	-1.5	?	-3.0%	-0.2	17.1%	-5.7%	2.7
Cc1nnc(SCC(=O)Nc2ccc(O)cc2)c2ccccc12	1.2	-0.1%	2.1%	-4.5	16.5%	-0.5%	4.9	-5.5%	10.9%	-3.8
Cc1ccc(-n2c(N)cc(=O)nc2SCC(=O)NC2CCCCC2)cc1C	0.1	-5.0%	5.6%	-3.0	-5.9%	-3.0%	4.8	-2.2%	0.1%	6.6
CCNC(=O)N(CC)C[C@H]1N[C@@](CC)(C(=O)OC)[C@H]2C(=O)N(Cc3ccccc3)C(=O)[C@@H]12	-7.6	3.2%	0.8%	/	12.8%	-0.8%	5.4	1.8%	/	-1.1
CC(=O)Nc1ccccc1-c1nc2ccc(C(=O)N3CCN(c4cccc(C)c4)C(C)C3)cc2[nH]c1=O (stereo not drawn)	9.5	9.0%	-0.5%	0.1	?	1.2%	-11.1	1.5%	-5.0%	-3.5
c1ccc2cc(CCO[C@H]3CCCCO3)ncc2c1	-8.5	5.8%	-5.9%	/	?	-3.6%	-13.8	-3.7%	/	0.7
CC(=O)Nc1nc2cc(C(N)=O)ccc2s1	-13.7	-7.3%	-2.9%	2.3	-5.2%	-10.4%	-35.7	5.9%	-3.7%	-0.8
COC(=O)C1CC(=O)N(Cc2ccccc2)C1 (stereo not drawn)	3.7	-5.3%	1.0%	1.4	4.8%	3.4%	-6.4	1.8%	1.6%	/
Cc1ccc(C)c(NC(=O)CSc2nnc(-c3cc(C)[nH]n3)n2N)c1	14.2	-23.7%	-1.0%	-6.9	28.6%	-3.7%	15.4	10.9%	4.0%	-3.2
CC(C)Nc1ccc(-n2nc3ccccc3[n+]2[O-])cc1	-7.1	-5.9%	2.8%	2.0	?	0.0%	1.1	-0.3%	-3.5%	-3.4
CCC(C)NC(=O)CNC(=O)c1nn(-c2ccc(OC)c(Cl)c2)c(=O)c2ccccc12 (stereo not drawn)	-20.2	2.9%	3.2%	-1.4	?	-0.1%	5.9	6.7%	4.8%	0.0
O=C(O)CCNc1ccc2c(c1)OCCO2	-5.9	-9.9%	9.4%	-3.6	-1.7%	-10.7%	4.1	/	-6.5%	-3.6
COC(=O)c1ccc(N2CCN(C)CC2)c(NC(=O)COc2ccccc2)c1	-23.4	-10.0%	-0.3%	?	-10.2%	1.5%	4.4	6.6%	-2.2%	4.5
N#CC1=C(N)OC2=C(C(=O)CC(c3ccccc3)C2)C1c1ccc2c(c1)OCO2 (stereo not drawn)	2.8	5.2%	0.6%	-0.4	2.0%	2.5%	-1.3	-11.0%	?	1.3
CCC(C)(C)NC(=O)C(c1cccc(OC)c1OC)N(C(=O)CCC(=O)Nc1cc(C)on1)C(C)C (stereo not drawn)	8.8	-4.2%	0.9%	-3.5	2.5%	1.7%	-0.8	-5.8%	-2.7%	-4.9
Cc1ccc(N2C(=O)CSC2=S)cc1C	41.7	-7.1%	2.2%	5.7	-1.8%	-2.9%	-5.9	-1.4%	-0.7%	/
COc1ccc2c(c1)OC(=O)CC2c1cc(OC)c(OC)c(OC)c1 (stereo not drawn)	-2.0	-4.6%	0.1%	/	16.9%	0.0%[46.1 µM]	2.8	11.8%	/	-15.8
COc1ccc(NC(=O)c2sc3nc(N4CCCC4)c4c(c3c2N)CC(C)(C)OC4)cc1	5.7	-1.2%	-1.5%	-3.3	5.8µM*	-0.4%	-6.4	0.0%	12.6µM*	-5.6
CC(=O)Nc1ccc(NC(=O)CSc2nnc3ccc(-c4cccnc4)nn23)cc1	9.1	10.1%	0.4%	0.0	-0.1%	4.0%	4.0	-4.5%	2.4%	-4.5
c1ccc(OCCN2CCOCC2)cc1	12.0	3.9%	-0.1%	-0.3	0.2%	4.6%	10.8	-3.3%	-0.5%	-2.8
Cn1nc(-c2ccccc2)c(C#N)c1Sc1cccc(Cl)c1	-0.4	-9.3%	-13.6%	-0.4	6.7%	/	7.1	23.1%	7.2%	5.7
CCOc1ccc(NC(=O)CN(C)C(=O)c2cc([N+](=O)[O-])ccc2N2CCCCC2)cc1OCC	-5.3	-16.8%	0.4%	-0.7	-12.7%	11.1%	-0.7	-7.5%	3.9%	2.7
O=C(NCCCn1ccnc1)c1ccc(Br)c(S(=O)(=O)N2CCOCC2)c1	-2.8	8.5%	-0.2%	-0.4	21.1%	9.9%	8.5	-1.5%	0.3%	2.7
COC(=O)C1=C(C)N(C)C(=O)NC1c1cccc2ccccc12 (stereo not drawn)	1.7	-16.5%	3.6%	0.8	-23.3%	/	-5.8	8.5%	1.3%	6.9
CC(=O)c1ccc(S(=O)(=O)NCCCC(=O)N(C)Cc2ccc3c(c2)OCO3)cc1	-43.5	-1.5%	-1.7%	3.9	-15.3%	-0.1%	-10.9	-5.3%	-1.3%	-12.9
O=c1oc(C2(O)CCCCC2)cc2ccc(/C=C/c3ccc(F)cc3)cc12	-45.0	14.6%	-3.8%	9.2	3.5%	5.0%	-79.0*	13.2%	14.2%	6.0
Cc1ccc(C(=O)Nc2ccccc2)cc1S(=O)(=O)Nc1ccc(Cl)cn1	-14.1	-0.8%	-0.6%	2.3	-7.9%	-13.6%	-20.8	1.8%	9.3%	/
COc1ccc(CC(=O)OCn2nnc3ccccc3c2=O)cc1OC	1.5	-0.6%	0.6%	5.7	-4.9%	-4.1%	-8.4	2.3%	-1.8%	6.8
O=C(/C=C/c1ccc2c(c1)OCO2)c1cccnc1	-3.0	1.2%	1.4%	0.8	11.2%	-1.1%	-4.7	-14.3%	6.0%	3.4
Cc1nc2ccccc2c(=O)n1/N=C/c1ccccc1Cl	20.9	16.2%	3.2%	25.4	?	2.9%	-10.2	5.7%	4.1%	-3.4
Cn1cc(C(=O)Nc2ccc(F)c(Cl)c2)cn1	2.6	-3.2%	-1.5%	?	28.3%	1.7%[46.1 µM]	2.6	-2.7%	5.6%	-2.8

Entries of single compounds as entered above.
`COc1ccc(NC(=O)c2sc3nc(N4CCCC4)c4c(c3c2N)CC(C)(C)OC4)cc1` is listed with KCNH2 3.1 inh = 5.7; Eya2 phos inh = -1.2%; USP2a block = -1.5%; TRPV1 agonist = -3.3; ELG1 DNA repair = 5.8µM*; TCR act = -0.4%; TSHR antag = -6.4; AT treatment = 0.0%; Mito fusion yeast = 12.6µM*; KCNH2 WT inh = -5.6
`Cc1ccc(C)c(NC(=O)CSc2nnc(-c3cc(C)[nH]n3)n2N)c1` is listed with KCNH2 3.1 inh = 14.2; Eya2 phos inh = -23.7%; USP2a block = -1.0%; TRPV1 agonist = -6.9; ELG1 DNA repair = 28.6%; TCR act = -3.7%; TSHR antag = 15.4; AT treatment = 10.9%; Mito fusion yeast = 4.0%; KCNH2 WT inh = -3.2

Bioassay records: PubChem BioAssay, National Center for Advancing Translational Sciences (NCATS)
